Assay outcomes: PubChem, Broad Institute
ARNT TACC3 PPI = disruptors of human ARNT/TACC3 interaction. Q9Y6A5. AlphaScreen His-ARNT PAS-B/GST-TACC3 binding, luminescence; TACC3 fragment carries E629A point mutation. inhibition, % at 9.99 µM. hit rate 0.66% among 390,000. AID 623870;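 active = mean inhibition of replicates at least 50% and at least half of replicates each reaching 50%; inconclusive = half or more replicates reach 50% but mean below 50%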;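 note: 0% = complete ARNT plus TACC3 wells and 100% = ARNT alone without TACC3; many hits fall short of the cut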
SIRT5 inh = blocks human SIRT5 desuccinylation of peptide. inhibition, % at 15 µM. Q9NXA8. Purified SirT5, succinyl-peptide AMC, trypsin-coupled fluorescence. hit rate 1.1% among 330,000; in the data active = inhibition above about 15%; inconclusive = no clear call, values can overlap the other calls
Target sequence (Q9NXA8 whole entry, looked up): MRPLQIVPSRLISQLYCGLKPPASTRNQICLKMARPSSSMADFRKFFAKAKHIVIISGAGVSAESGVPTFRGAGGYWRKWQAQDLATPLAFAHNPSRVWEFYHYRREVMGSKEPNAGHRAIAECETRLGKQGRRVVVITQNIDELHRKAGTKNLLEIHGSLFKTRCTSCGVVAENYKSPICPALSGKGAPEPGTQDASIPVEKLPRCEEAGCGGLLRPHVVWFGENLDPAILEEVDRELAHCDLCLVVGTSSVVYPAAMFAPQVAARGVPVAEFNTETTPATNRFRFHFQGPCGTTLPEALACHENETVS
DENV2 CPE = inhibitors of DENV2 cytopathic effect | DENV2-infected cells, cytopathic effect rescue, plate reader | CPE inhibition, % at 9.99 µM | hit rate 1.7% among 350,000 | AID 651640; in the data active = CPE inhibition above about 20%, passing the limit was not always enough; inconclusive = no clear call, values can overlap the other calls; tested in BHK-21 cells;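 note: 0% = median of neutral control wells and 100% = median of positive control wells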
EWS-Fli block = EWS/Fli transcriptional activity inhibition; A673 NR0B1-luciferase reporter, viability-normalised; inhibition, % at 12.6 µM; hit rate 0.67% among 350,000; AID 651661;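 active = mean inhibition of at least 50% after viability correction, with every replicate also passing that limit; inconclusive = mean reaches 50% but only one of two replicates passes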;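 note: firefly luciferase signal divided by Alamar Blue viability fluorescence both relative to DMSO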
CASP6 VEID inh = inhibitors of human caspase-6; purified caspase-6, Z-VEID-R110 cleavage fluorescence; inhibition, % at 12.5 µM; hit rate 0.53% among 350,000;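 active = mean inhibition across replicates at least about 35%, with every replicate also reaching that limit, limit read from the data; inconclusive = only one of the two criteria met; inactive = neither criterion met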;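 note: 0% = median of neutral control wells and 100% = no fluorescence left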
Target sequence (P55212 24-179 limits assumed): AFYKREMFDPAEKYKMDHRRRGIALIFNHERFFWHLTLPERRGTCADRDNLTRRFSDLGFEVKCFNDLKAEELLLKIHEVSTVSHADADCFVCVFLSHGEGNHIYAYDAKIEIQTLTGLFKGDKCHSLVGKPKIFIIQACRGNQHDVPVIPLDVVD
Target sequence (P55212 194-293 limits assumed): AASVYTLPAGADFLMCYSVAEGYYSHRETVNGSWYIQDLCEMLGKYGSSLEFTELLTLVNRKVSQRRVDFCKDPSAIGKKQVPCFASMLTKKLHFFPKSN
PAX8 inh HTS = inhibitors of PAX8 transcriptional activity in RMG-I cells. RMG-I TPO-luciferase reporter, SteadyGlo, 24 h. inhibition, % at 12.6 µM. hit rate 1.2% among 360,000. AID 652154;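 active = mean replicate inhibition at least 60% with every replicate also reaching 60%; inconclusive = only one of the two criteria is met; inactive = mean below 60% and not all replicates reaching 60%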;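 note: luciferase light reporting Pax8 driven TPO promoter activity; plate controls were median of neutral control wells for no effect and mitoxantrone controls for full effect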
LGR2 inh = inhibitors of bursicon-induced Drosophila LGR2 receptor cAMP signaling. HEK293 LGR2, CRE-luciferase, bursicon-stimulated, 4 h. inhibition, % at 9.99 µM. hit rate 0.35% among 380,000. AID 720647;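 active = drop in luminescence signal, shown as inhibition above about 50% in the replicate tests, limit read from the data, passing the limit was not always enough; inconclusive = probably only some replicates passing the limit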;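 note: agonist challenge used bursicon conditioned medium at about half maximal strength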
* hit, by the source's call.

COc1ccccc1CNC(=O)CCCc1cn(C)c2ccccc12 was read as ARNT TACC3 PPI -1, SIRT5 inh -3, DENV2 CPE -6, EWS-Fli block -4, CASP6 VEID inh -3, PAX8 inh HTS 11 and LGR2 inh 15.
CC(=O)c1cccc(NC(=O)C(C)OC(=O)C2=NNC(=O)CC2)c1 (stereo not given) was read as ARNT TACC3 PPI -7, SIRT5 inh 1, DENV2 CPE -10, EWS-Fli block 6, CASP6 VEID inh 1 and PAX8 inh HTS 6.
C[C@@H]1CN([C@H](C)CO)S(=O)(=O)c2ccc(Br)cc2O[C@@H]1CN(C)C(=O)C1CC1 was read as ARNT TACC3 PPI -6, SIRT5 inh -4, DENV2 CPE -3, EWS-Fli block -3, CASP6 VEID inh 3, PAX8 inh HTS -6 and LGR2 inh -13.
For CC(C)CCN1CCN(Cc2cccc3cccnc23)CC1CCO (stereo not given) the results were ARNT TACC3 PPI -6, SIRT5 inh -1, DENV2 CPE -4, EWS-Fli block 17, CASP6 VEID inh 1, PAX8 inh HTS 13 and LGR2 inh 39.
CC(C)CC#Cc1ccc([C@H]2[C@@H](CO)N3CCCCN(C(=O)NC4CCCC4)C[C@@H]23)cc1 was read as ARNT TACC3 PPI 4, SIRT5 inh 6, DENV2 CPE 3, EWS-Fli block 7, CASP6 VEID inh -1, PAX8 inh HTS 14 and LGR2 inh 3.
For CCOC(=O)C1=C(COC(=O)/C=C/c2ccc(SC)cc2)NC(=O)NC1C (stereo not given) the results were ARNT TACC3 PPI -1, SIRT5 inh 8, DENV2 CPE 7, EWS-Fli block 1, CASP6 VEID inh 2, PAX8 inh HTS 10 and LGR2 inh -35.
`CCOC(CNC(=O)c1ccc2c(c1)ncn2-c1ccccc1OC)OCC` gave ARNT TACC3 PPI -3, SIRT5 inh 2, DENV2 CPE 3, EWS-Fli block 2, CASP6 VEID inh 0, PAX8 inh HTS 16 and LGR2 inh 13.
CO[C@H]1CC[C@H]2CCOc3c(C#N)cccc3C(=O)N(C)C[C@H](C)C(=O)N(C)C[C@@H]1O2 was read as ARNT TACC3 PPI -5, SIRT5 inh 2, DENV2 CPE -1, EWS-Fli block -5, CASP6 VEID inh 0, PAX8 inh HTS 4 and LGR2 inh 24.
`S=C(NC1CC1)N1CCCc2ccccc21` gave ARNT TACC3 PPI -3, SIRT5 inh 0, DENV2 CPE 54*, CASP6 VEID inh -4, PAX8 inh HTS -2 and LGR2 inh 8.
`CN(C(=O)c1cc2c(cc1Br)OCO2)c1cccc2ccccc12` gave DENV2 CPE -3, EWS-Fli block -4, CASP6 VEID inh -3, PAX8 inh HTS 11 and LGR2 inh 6.
Screening C[C@H](CO)N1C[C@H](C)[C@@H](CN(C)C)Oc2cc(C#CC3CCCC3)ccc2S1(=O)=O returned ARNT TACC3 PPI 5, SIRT5 inh 0, DENV2 CPE 9, EWS-Fli block 1, CASP6 VEID inh 0, PAX8 inh HTS -13 and LGR2 inh 17.
`COc1ccc2c(COC(=O)CNS(=O)(=O)c3ccccc3)cc(=O)oc2c1` gave ARNT TACC3 PPI -3, SIRT5 inh -4, DENV2 CPE 4, EWS-Fli block 4, CASP6 VEID inh 1, PAX8 inh HTS -8 and LGR2 inh -2.
Screening CN(C)CCCN(C(=O)c1ccc(S(=O)(=O)N(C)C)cc1)c1nc2ccc(F)cc2s1 returned SIRT5 inh -3, DENV2 CPE -3, EWS-Fli block -15, CASP6 VEID inh 10, PAX8 inh HTS -15 and LGR2 inh 18.
Screening Fc1ccc(-c2nc3ccc(Cl)cn3c2Cc2cccc(Cl)c2)cc1 returned SIRT5 inh -4, DENV2 CPE 0, EWS-Fli block -47, CASP6 VEID inh 0, PAX8 inh HTS -39 and LGR2 inh 4.
For CSc1nc2ccc3nc(NC(=O)c4ccc(C)cc4)sc3c2s1 the results were ARNT TACC3 PPI 3, SIRT5 inh 0, DENV2 CPE 9, EWS-Fli block -7, CASP6 VEID inh 1, PAX8 inh HTS -4 and LGR2 inh -18.
`Cc1cc([N+](=O)[O-])ccc1NC(=O)Nc1ccc(F)cc1F` gave ARNT TACC3 PPI -4, SIRT5 inh -1, DENV2 CPE -3, EWS-Fli block 1, CASP6 VEID inh -1, PAX8 inh HTS -20 and LGR2 inh inconclusive.
For O=C(c1ccc([N+](=O)[O-])cc1)N1CCC(n2nnc3cc(F)ccc32)CC1 the results were ARNT TACC3 PPI -7, SIRT5 inh -2, DENV2 CPE -2, EWS-Fli block -3, CASP6 VEID inh -5, PAX8 inh HTS 29 and LGR2 inh -2.
NNC(=O)c1ccc(Cl)cc1Cl was read as SIRT5 inh 1, DENV2 CPE 6, EWS-Fli block -1, CASP6 VEID inh 1, PAX8 inh HTS -21 and LGR2 inh -8.
For C[C@H](CO)N1C[C@H](C)[C@H](CN(C)C(=O)Nc2ccc3c(c2)OCO3)OCCCC[C@H](C)Oc2ccc(NC(=O)c3ccncc3)cc2C1=O the results were ARNT TACC3 PPI -1, SIRT5 inh -5, DENV2 CPE -2, EWS-Fli block -1, CASP6 VEID inh -1 and LGR2 inh 9.
Screening O=C(NCCc1ccccc1)[C@H]1[C@H](CO)[C@H]2Cn3c(cccc3=O)[C@@H]1N2Cc1ccccn1 returned ARNT TACC3 PPI -11, SIRT5 inh -6, DENV2 CPE 7, EWS-Fli block -5, CASP6 VEID inh -1 and LGR2 inh 7.
Screening O=C(/C=C/c1ccco1)N1CCC(Cc2ccccc2)CC1 returned ARNT TACC3 PPI 5, SIRT5 inh 0, DENV2 CPE -3, EWS-Fli block -21, CASP6 VEID inh 0, PAX8 inh HTS -35 and LGR2 inh 4.
Screening CCOc1ccccc1CNC(=O)c1ccccc1NC(=O)C1=CSCCO1 returned ARNT TACC3 PPI 10, SIRT5 inh -3, DENV2 CPE 2, CASP6 VEID inh -3, PAX8 inh HTS 33 and LGR2 inh 11.
For CCOC(=O)[C@H]1[C@H]2COc3ccc(Br)cc3[C@@H]2N2C(=O)CN(Cc3ccc(Cl)cc3)C(=O)[C@@]12C the results were ARNT TACC3 PPI 4, SIRT5 inh 4, DENV2 CPE 3, EWS-Fli block 1, CASP6 VEID inh 2, PAX8 inh HTS 6 and LGR2 inh 19.
`O=C(NN1C(=O)NC2(CCCCC2)C1=O)c1ccc(Cl)c(Cl)c1` gave ARNT TACC3 PPI 12, SIRT5 inh 17*, DENV2 CPE inconclusive, EWS-Fli block 11, CASP6 VEID inh 0 and PAX8 inh HTS -2.

At a glance, three of the compounds above:
COc1ccccc1CNC(=O)CCCc1cn(C)c2ccccc12 was read as ARNT TACC3 PPI -1, SIRT5 inh -3, DENV2 CPE -6, EWS-Fli block -4, CASP6 VEID inh -3, PAX8 inh HTS 11 and LGR2 inh 15.
CC(=O)c1cccc(NC(=O)C(C)OC(=O)C2=NNC(=O)CC2)c1 (stereo not given) was read as ARNT TACC3 PPI -7, SIRT5 inh 1, DENV2 CPE -10, EWS-Fli block 6, CASP6 VEID inh 1 and PAX8 inh HTS 6.
C[C@@H]1CN([C@H](C)CO)S(=O)(=O)c2ccc(Br)cc2O[C@@H]1CN(C)C(=O)C1CC1 was read as ARNT TACC3 PPI -6, SIRT5 inh -4, DENV2 CPE -3, EWS-Fli block -3, CASP6 VEID inh 3, PAX8 inh HTS -6 and LGR2 inh -13.

Additional records follow:
Screening CCc1ccc(CN(C)C(=O)c2cc(=O)c3ccccc3o2)cc1 returned ARNT TACC3 PPI 4, SIRT5 inh 1, DENV2 CPE 9, EWS-Fli block -7, CASP6 VEID inh 1, PAX8 inh HTS -1 and LGR2 inh 7.
COc1ccc(OC)c(NC(=O)CN(C)S(=O)(=O)c2ccc3nc(C)sc3c2)c1 was read as ARNT TACC3 PPI -6, PAX8 inh HTS 3 and LGR2 inh 10.
Screening CNc1nc(-c2ccccc2)nc(-c2ccc(OC)cc2)c1C#N returned ARNT TACC3 PPI -7, SIRT5 inh -3, DENV2 CPE 0, EWS-Fli block -1, CASP6 VEID inh 5, PAX8 inh HTS -4 and LGR2 inh 10.
For CCn1c(/C=C/c2ccc(O)cc2)nc2ccccc2c1=O the results were ARNT TACC3 PPI 11, SIRT5 inh -3, DENV2 CPE 2, EWS-Fli block 10, CASP6 VEID inh 0, PAX8 inh HTS 8 and LGR2 inh -21.
CCOC(=O)c1[nH]c2ccccc2c1NC(=O)C(C)(C)C was read as ARNT TACC3 PPI -4, SIRT5 inh -3, DENV2 CPE 0, EWS-Fli block 5, CASP6 VEID inh -3, PAX8 inh HTS -6 and LGR2 inh -12.
`C=CCOc1nc2c(c(=O)n(C)c(=O)n2C)n1Cc1ccccc1` gave ARNT TACC3 PPI -21, SIRT5 inh -3, DENV2 CPE -1, EWS-Fli block 11, CASP6 VEID inh -1, PAX8 inh HTS 10 and LGR2 inh 2.
`CC(C(=O)N1CCCC1)N(c1ccccc1)S(C)(=O)=O` (stereo not given) gave ARNT TACC3 PPI -3, SIRT5 inh 0, DENV2 CPE 9, EWS-Fli block 6, CASP6 VEID inh -1, PAX8 inh HTS 2 and LGR2 inh -2.
`C=CCn1cccc(C(=O)Nc2ccc(C)cc2)c1=O` gave ARNT TACC3 PPI 4, SIRT5 inh 1, DENV2 CPE -6, EWS-Fli block -104, CASP6 VEID inh 2, PAX8 inh HTS -98 and LGR2 inh -63.
COc1ccc(Nc2ccnc(Nc3ccc(OC)cc3)n2)cc1 was read as ARNT TACC3 PPI 8, PAX8 inh HTS -79 and LGR2 inh -61.
Screening c1csc(-c2nnc(COc3ncnc4sccc34)o2)c1 returned ARNT TACC3 PPI 1, SIRT5 inh -1, DENV2 CPE 4, EWS-Fli block -17, CASP6 VEID inh -3, PAX8 inh HTS 16 and LGR2 inh 4.
`C[C@@H]1CCCCO[C@@H](CN(C)C(=O)Nc2ccccc2)[C@@H](C)CN([C@@H](C)CO)C(=O)c2cc(NS(=O)(=O)c3ccc(Cl)cc3)ccc2O1` gave ARNT TACC3 PPI 2, SIRT5 inh 7, DENV2 CPE 8, EWS-Fli block 14, CASP6 VEID inh 6, PAX8 inh HTS 27 and LGR2 inh 1.
`COc1ccc(N2CC(C(=O)OCC(=O)NCc3ccccc3)CC2=O)cc1` (stereo not given) gave ARNT TACC3 PPI -6, SIRT5 inh -10, DENV2 CPE 12, EWS-Fli block 8, CASP6 VEID inh 2 and LGR2 inh 11.
`COc1ccc(OC)c(NC2c3ccccc3C(=O)N2c2cccnc2)c1` (stereo not given) gave ARNT TACC3 PPI 7, SIRT5 inh -2, DENV2 CPE -6, EWS-Fli block 2, CASP6 VEID inh 3, PAX8 inh HTS 5 and LGR2 inh 20.
For O=C(O)c1ccc(NC(CSCc2cccc(F)c2)C(=O)O)c([N+](=O)[O-])c1 (stereo not given) the results were ARNT TACC3 PPI -4, SIRT5 inh 1, DENV2 CPE -2, EWS-Fli block 9, CASP6 VEID inh -3 and LGR2 inh 4.
O=C(CC(c1ccccc1)c1ccccc1O)NCc1ccco1 (stereo not given) was read as ARNT TACC3 PPI 10, SIRT5 inh 4, CASP6 VEID inh 3 and LGR2 inh 3.
O=C(COC(=O)c1ccc(-c2ccc([N+](=O)[O-])cc2)o1)NC(=O)NC12CC3CC(CC(C3)C1)C2 was read as ARNT TACC3 PPI 1, SIRT5 inh 12, DENV2 CPE -4, EWS-Fli block -21, CASP6 VEID inh 1, PAX8 inh HTS -10 and LGR2 inh -11.
COc1ccc(NC(=O)c2ccc(NC(=O)c3ccco3)cc2)c(OC)c1 was read as ARNT TACC3 PPI -1, SIRT5 inh 2, DENV2 CPE 0, EWS-Fli block -2, CASP6 VEID inh 3, PAX8 inh HTS 12 and LGR2 inh -1.
For CNC[C@H]1Oc2ccc(NC(=O)NC3CCCCC3)cc2CC(=O)N([C@@H](C)CO)C[C@@H]1C the results were EWS-Fli block -7, PAX8 inh HTS -6 and LGR2 inh 15.
`CC(=O)c1c(C)[nH]c(C(=O)COC(=O)c2ccc3c(=O)n4c(nc3c2)CCC4)c1C` gave ARNT TACC3 PPI -6, PAX8 inh HTS 5 and LGR2 inh 15.
COc1cc(C)ccc1OCCOCCOc1cccc2ccc(C)nc12 was read as ARNT TACC3 PPI 21, SIRT5 inh 3, DENV2 CPE 1, EWS-Fli block 3, PAX8 inh HTS 7 and LGR2 inh -4.
